Bioassay records from PubChem BioAssay.
MOR-DOR inv ag: inverse agonists of MOR-DOR heterodimerization, primary screen, cell-based, luminescence. cell-based MOR-DOR heterodimer luminescence, inverse agonism. 0.21% of 340,000 active. inhibition, % at 9.3 µM. Mu-type opioid receptor (Homo sapiens) + Delta-type opioid receptor (Homo sapiens), …; in the data active = inhibition above about 22%, passing the limit was not always enough;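 also: 0% = cells with DMSO and 100% = wells without cells with DMSO; values of inactives mirror those of a sister screen read the other way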
HTR5A inv ctr: HTR5A inverse agonists in luminescence cell assay, primary screen, counter-screen for OPRM1-OPRD1 heterodimer inverse agonist project, full-deck HTS. 0.083% of 340,000 active. 5-hydroxytryptamine receptor 5A (Homo sapiens), P47898. inhibition, % at 9.3 µM. HTR5A cell line, inverse agonism; in the data active = inhibition mostly above about 23%, no sharp cut-off; inactive = mostly below about 18%;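 also: 0% = cells with DMSO and 100% = no-cell wells with DMSO; some compounds called inactive have numbers as strong as hits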
Pemphigus Ab inh: inhibitors of pemphigus antibody binding to DSG3, primary screen, biochemical, bead-based, flow cytometry, scFv-GFP; Desmoglein-3 (Homo sapiens), P32926; DSG3-coupled beads, scFv-anti-DSG3-GFP binding; hits give low values; binding (percent of control), % at 10 µM; 0.48% of 310,000 active; AID 588358, 2011;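 active = binding more than 3 SD below its plate's average and above zero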;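 also: hits lower antibody fragment binding to DSG3; some compounds called inactive have numbers as strong as hits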
Target sequence (P32926 whole entry, looked up, the tested form may be a part): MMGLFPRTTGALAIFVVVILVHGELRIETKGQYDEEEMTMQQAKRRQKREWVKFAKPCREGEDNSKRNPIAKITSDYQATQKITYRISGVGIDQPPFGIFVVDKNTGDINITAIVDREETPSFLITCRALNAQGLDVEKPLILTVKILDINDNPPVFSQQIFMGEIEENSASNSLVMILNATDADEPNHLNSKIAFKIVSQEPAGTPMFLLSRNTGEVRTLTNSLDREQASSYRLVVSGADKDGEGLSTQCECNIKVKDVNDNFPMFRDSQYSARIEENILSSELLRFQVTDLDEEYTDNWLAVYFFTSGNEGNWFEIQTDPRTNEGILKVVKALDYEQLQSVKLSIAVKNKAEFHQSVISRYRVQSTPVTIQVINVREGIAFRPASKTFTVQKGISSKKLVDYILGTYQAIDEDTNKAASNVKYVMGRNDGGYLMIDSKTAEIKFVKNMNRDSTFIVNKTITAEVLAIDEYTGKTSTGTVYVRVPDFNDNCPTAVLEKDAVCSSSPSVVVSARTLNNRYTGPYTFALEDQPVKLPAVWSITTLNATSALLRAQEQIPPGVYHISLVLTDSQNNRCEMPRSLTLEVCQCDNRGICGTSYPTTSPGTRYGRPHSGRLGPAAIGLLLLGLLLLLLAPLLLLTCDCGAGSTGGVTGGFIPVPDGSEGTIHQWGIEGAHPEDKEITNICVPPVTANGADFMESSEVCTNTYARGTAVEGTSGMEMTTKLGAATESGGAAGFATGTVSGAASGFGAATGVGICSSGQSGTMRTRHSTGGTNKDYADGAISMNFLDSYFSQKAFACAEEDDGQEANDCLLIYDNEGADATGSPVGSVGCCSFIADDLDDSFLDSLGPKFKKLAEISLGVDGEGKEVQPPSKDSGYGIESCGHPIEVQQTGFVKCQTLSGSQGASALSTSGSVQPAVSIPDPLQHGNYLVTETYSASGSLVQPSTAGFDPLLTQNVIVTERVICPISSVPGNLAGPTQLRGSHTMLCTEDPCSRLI
HTR5A ag: HTR5A agonists in luminescence cell assay, primary screen, counter-screen for OPRM1-OPRD1 heterodimer agonist project, full-deck HTS; cell-based; 0.61% of 340,000 active; 5-hydroxytryptamine receptor 5A (Homo sapiens), P47898; activation, % at 9.3 µM; in the data active = activation mostly above about 9.5%, no sharp cut-off; inactive = mostly below about 7.6%;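 also: 0% = cells with vehicle only and 100% = reference agonist; strong numbers were not always called active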
PKA-R2B act: activators of PKA-R2B holoenzyme, primary screen, biochemical, fluorescence polarization, Cy5-IP20, human | activation, % at 11.4 µM | AID 504700, 2011 | 0.079% of 340,000 active | PKA-R2B holoenzyme dissociation; R2B truncated from residue 108, S112A mutant; 0% DMSO only, 100% 113 µM cGMP | cAMP-dependent protein kinase catalytic subunit beta (Homo sapiens) + cAMP-dependent …;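 active = activation above a cutoff set at the mean over all compounds plus 3 SD, cut at about 18% in these data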;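 also: higher means more holoenzyme dissociation and a rise in polarization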
V-ATPase pHluor: regulators of yeast V-ATPase proton pumping, primary screen, pHLuorin cytosolic pH fluorescence; S. cerevisiae; response, % at 10 µM; 0.37% of 350,000 active; AID 504577, 2011; in the data active = response mostly above about 7.3%, no sharp cut-off; inactive = mostly below about 5.4%; also: actives read high; inactives centre near 0; some compounds called inactive have numbers as strong as hits; reference of the scale not given here
MOR-DOR ag: agonists of OPRM1-OPRD1 heterodimerization, primary screen, cell-based, luminescence. Mu-type opioid receptor (Homo sapiens) + Delta-type opioid receptor (Homo sapiens), …. cells. activation, % at 9.3 µM. 0.3% of 340,000 active. AID 504326, 2011; in the data active = activation above about 18%;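 also: 0% = vehicle-treated cells and 100% = reference agonist; values of inactives mirror those of a sister screen read the other way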
Arrestin-AP2 inh: inhibitors of beta-arrestin/AP2 binding, primary screen, biochemical, GPCR trafficking, flow cytometry; beta-arrestin 1 C-terminal peptide binding to AP2 beta2-adaptin appendage (human); FITC-arrestin peptide / GST-AP2 beads; AP2 beta2 appendage carries R879A mutation; inhibition, % at 10 µM; 0.31% of 340,000 active; AID 504490, 2011;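 active = inhibition above a set limit, near 3 SD of compounds lacking own fluorescence, cut at about 54% in these data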;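 also: plate controls were DMSO wells for no effect and 5 µM unlabelled arrestin peptide for full effect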
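system = GST-tagged AP2 beta2-adaptin appendage (R879A) on 4 µm glutathione beads | reagent = FITC-labelled arrestin peptide probe, 50 nM final | schedule = compound with beads 12 min RT, then probe 1 h RT | signal = HyperCyt-sampled flow cytometry, FL1 channel, ex 488/em 535 nm | read-out = percent response from loss of bead-bound FITC fluorescence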
DAGLB inh: DAGLB lipase inhibitors, primary screen, biochemical, fluorescence, HTS. AID 504411, 2011. 0.059% of 340,000 active. Diacylglycerol lipase-beta (Homo sapiens), Q8NCG7. HEK293T DAGLB membrane lysate, EnzChek fluorogenic substrate. inhibition, % at 5.17 µM; in the data active = inhibition above about 34%;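 also: 0% = enzyme with vehicle and 100% = wells lacking enzyme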
PKA-R1A act: activators of PKA-R1A holoenzyme, primary screen, biochemical, fluorescence polarization, Cy5-IP20, bovine R1A, mouse PKAc; cAMP-dependent protein kinase type I-alpha regulatory subunit (Bos taurus) + …; PKA-R1A dissociation; scaled: DMSO 0%, 113 µM cGMP 100%; activation, % at 11.4 µM; 0.083% of 340,000 active; AID 504707, 2011;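 active = percent activation above the mean of all tested compounds plus 3 SD, cut at about 19% in these data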;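 also: higher means more PKAc released from R1A so a rise in polarization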
An asterisk follows results filed as active.

For CC(=O)Nc1cccc(OCCCNS(=O)(=O)c2ccc(C#N)cc2)c1 the results were MOR-DOR inv ag 9, HTR5A inv ctr -32, Pemphigus Ab inh 109, HTR5A ag -2, PKA-R2B act 17, V-ATPase pHluor 0, MOR-DOR ag -1.3, Arrestin-AP2 inh -3, DAGLB inh -1 and PKA-R1A act 8.
Screening Cc1ccc2nc(SCC(=O)Nc3ccccc3F)nc(=O)n2c1 returned MOR-DOR inv ag 18, HTR5A inv ctr 8, Pemphigus Ab inh 101, HTR5A ag -3, PKA-R2B act 8, V-ATPase pHluor -6, MOR-DOR ag -3.5, Arrestin-AP2 inh 3, DAGLB inh 0 and PKA-R1A act 2.
`CCOC(=O)c1c(C)[nH]c(C)c1C(=O)CSc1nnnn1-c1ccccc1` gave MOR-DOR inv ag 0, HTR5A inv ctr -20, Pemphigus Ab inh 104, HTR5A ag -4, PKA-R2B act 2, V-ATPase pHluor -7, MOR-DOR ag 0.1, Arrestin-AP2 inh -4, DAGLB inh -1 and PKA-R1A act 1.
Screening COc1ccc(CN2CCN(Cc3ccc(C)cc3)C(CCO)C2)cc1OC (configuration not stated) returned MOR-DOR inv ag -2, HTR5A inv ctr -20, Pemphigus Ab inh 98, HTR5A ag 6, PKA-R2B act 3, V-ATPase pHluor 0, MOR-DOR ag 0.3, Arrestin-AP2 inh -16, DAGLB inh 0 and PKA-R1A act -13.
For COc1ccc(C(=O)N2CC=C(c3ccccc3)CC2)cc1S(=O)(=O)N1CCOCC1 the results were MOR-DOR inv ag 1, HTR5A inv ctr -24, Pemphigus Ab inh 94, HTR5A ag 1, PKA-R2B act 7, V-ATPase pHluor -4, MOR-DOR ag -0.2, Arrestin-AP2 inh 14, DAGLB inh -5 and PKA-R1A act -2.
Nc1nc(Cl)c(C=O)c(N2CCCCC2)n1 was read as MOR-DOR inv ag -1, HTR5A inv ctr -5, Pemphigus Ab inh 76, HTR5A ag 4, PKA-R2B act -13, V-ATPase pHluor 1, MOR-DOR ag 0.2, Arrestin-AP2 inh 14, DAGLB inh 0 and PKA-R1A act -11.
For O=C(N/N=C/c1c(O)n(-c2ccccc2Cl)c(=O)c2ccccc12)C1COc2ccccc2O1 (configuration not stated) the results were MOR-DOR inv ag 7, HTR5A inv ctr 1, Pemphigus Ab inh 103, HTR5A ag 0, PKA-R2B act -10, V-ATPase pHluor -7, MOR-DOR ag -1.1, Arrestin-AP2 inh -5, DAGLB inh 14 and PKA-R1A act -1.
`CC(C)N1CCN(Cc2cn[nH]c2C2CCCCC2)CC1CCO` (configuration not stated) gave MOR-DOR inv ag 3, HTR5A inv ctr 6, Pemphigus Ab inh 99, HTR5A ag -2, PKA-R2B act -10, V-ATPase pHluor 0, MOR-DOR ag -0.6, Arrestin-AP2 inh 23, DAGLB inh 2 and PKA-R1A act -9.
Screening Cc1csc(SCC(=O)NC23CC4CC(CC(C4)C2)C3)n1 returned MOR-DOR inv ag -8, HTR5A inv ctr 5, Pemphigus Ab inh 102, HTR5A ag -9, PKA-R2B act 0, V-ATPase pHluor -1, MOR-DOR ag 1.3, Arrestin-AP2 inh 15, DAGLB inh -5 and PKA-R1A act 6.
For Cc1ccc(S(=O)(=O)N2CCN(S(=O)(=O)c3ccc(C)cc3)C2)cc1 the results were MOR-DOR inv ag -4, HTR5A inv ctr -13, HTR5A ag -1, PKA-R2B act 3, V-ATPase pHluor 3, MOR-DOR ag 0.6, Arrestin-AP2 inh 48, DAGLB inh -4 and PKA-R1A act 6.
O=C(NN=Cc1ccccc1)C(Oc1ccccc1)c1ccccc1 (configuration not stated) was read as MOR-DOR inv ag -1, HTR5A inv ctr 3, HTR5A ag -1, PKA-R2B act -5, V-ATPase pHluor 4, MOR-DOR ag 0.3, Arrestin-AP2 inh 20, DAGLB inh -1 and PKA-R1A act -5.
COc1ccc(-c2[nH]c3ccccc3c2SCCNC(=O)c2cc3ccccc3oc2=O)cc1 was read as MOR-DOR inv ag -4, HTR5A inv ctr -18, Pemphigus Ab inh 101, HTR5A ag 6, PKA-R2B act -6, V-ATPase pHluor 2, MOR-DOR ag 0.7, Arrestin-AP2 inh 6, DAGLB inh 3 and PKA-R1A act -9.
`NS(=O)(=O)c1ccc(CCNC(=O)C2Cc3ccccc3CN2C(=O)c2ccco2)cc1` (configuration not stated) gave MOR-DOR inv ag -6, HTR5A inv ctr -17, Pemphigus Ab inh 104, HTR5A ag 3, PKA-R2B act -5, V-ATPase pHluor 0, MOR-DOR ag 1.0, Arrestin-AP2 inh -2, DAGLB inh 0 and PKA-R1A act -6.
`Cc1ccc2c(c1)c1c(n2CC(O)CNC(C)(C)C)CCCC1` (configuration not stated) gave MOR-DOR inv ag -44, HTR5A inv ctr -7, Pemphigus Ab inh 125, HTR5A ag 2, PKA-R2B act -4, V-ATPase pHluor -6, MOR-DOR ag 8.7, Arrestin-AP2 inh 1, DAGLB inh -2 and PKA-R1A act 0.
O=C(NCc1ccccc1)/C(=C\c1cccc([N+](=O)[O-])c1)NC(=O)c1ccco1 was read as Pemphigus Ab inh 103, PKA-R2B act -7, V-ATPase pHluor 2, DAGLB inh 2 and PKA-R1A act 10.

The final 3 entries of the part before are carried over, then new ones follow.
`NS(=O)(=O)c1ccc(CCNC(=O)C2Cc3ccccc3CN2C(=O)c2ccco2)cc1` (configuration not stated) gave MOR-DOR inv ag -6, HTR5A inv ctr -17, Pemphigus Ab inh 104, HTR5A ag 3, PKA-R2B act -5, V-ATPase pHluor 0, MOR-DOR ag 1.0, Arrestin-AP2 inh -2, DAGLB inh 0 and PKA-R1A act -6.
`Cc1ccc2c(c1)c1c(n2CC(O)CNC(C)(C)C)CCCC1` (configuration not stated) gave MOR-DOR inv ag -44, HTR5A inv ctr -7, Pemphigus Ab inh 125, HTR5A ag 2, PKA-R2B act -4, V-ATPase pHluor -6, MOR-DOR ag 8.7, Arrestin-AP2 inh 1, DAGLB inh -2 and PKA-R1A act 0.
O=C(NCc1ccccc1)/C(=C\c1cccc([N+](=O)[O-])c1)NC(=O)c1ccco1 was read as Pemphigus Ab inh 103, PKA-R2B act -7, V-ATPase pHluor 2, DAGLB inh 2 and PKA-R1A act 10.
Screening O=C(O)CCC(=O)N1CCc2cc(S(=O)(=O)N3CC=C(c4ccccc4)CC3)ccc21 returned MOR-DOR inv ag 1, HTR5A inv ctr -23, Pemphigus Ab inh 108, HTR5A ag 1, PKA-R2B act -4, V-ATPase pHluor -1, MOR-DOR ag -0.1, Arrestin-AP2 inh -8, DAGLB inh 2 and PKA-R1A act 0.
`O=C(CSc1ccc(Cl)cc1)Nc1ccc(N2CCN(C(=O)c3ccco3)CC2)cc1` gave MOR-DOR inv ag 11, HTR5A inv ctr -19, Pemphigus Ab inh 110, HTR5A ag 5, PKA-R2B act -6, V-ATPase pHluor 0, MOR-DOR ag -2.0, Arrestin-AP2 inh -4, DAGLB inh 0 and PKA-R1A act -11.
`Cc1ccc(O)c(CN(C)Cc2cc(C)ccc2O)c1` gave MOR-DOR inv ag -23, HTR5A inv ctr 2, Pemphigus Ab inh 123, HTR5A ag -1, PKA-R2B act -21, V-ATPase pHluor 4, MOR-DOR ag 4.4, Arrestin-AP2 inh 14, DAGLB inh 2 and PKA-R1A act 1.
Screening O=C(Cn1[nH]c(=O)c2ccccc2c1=O)OCC(=O)c1ccccc1Cl returned MOR-DOR inv ag 19, HTR5A inv ctr -30, Pemphigus Ab inh 99, HTR5A ag 11, PKA-R2B act 7, V-ATPase pHluor -1, MOR-DOR ag -3.1, Arrestin-AP2 inh -4, DAGLB inh -1 and PKA-R1A act -2.
For COc1ccc(S(=O)(=O)NC(CC(=O)NCc2ccc3c(c2)OCO3)c2ccco2)cc1 (configuration not stated) the results were MOR-DOR inv ag -13, HTR5A inv ctr 13, Pemphigus Ab inh 100, HTR5A ag 0, PKA-R2B act -6, V-ATPase pHluor 1, MOR-DOR ag 2.8, Arrestin-AP2 inh -6, DAGLB inh 0 and PKA-R1A act -2.
For O=C(OCc1cn(-c2ccc(Cl)c(Cl)c2)nn1)c1ccccc1 the results were MOR-DOR inv ag -15, HTR5A inv ctr 19, Pemphigus Ab inh 95, HTR5A ag 2, PKA-R2B act -10, V-ATPase pHluor -2, MOR-DOR ag 3.0, Arrestin-AP2 inh 4, DAGLB inh -1 and PKA-R1A act 10.
CCOc1ccc(CNC(=O)CCC(=O)N2Cc3ccccc3Oc3ncccc32)cc1 was read as MOR-DOR inv ag 21, HTR5A inv ctr 2, HTR5A ag -2, PKA-R2B act -19, V-ATPase pHluor 3, MOR-DOR ag -4.0, Arrestin-AP2 inh -14, DAGLB inh 1 and PKA-R1A act -12.
For O=C(c1nc2ccc(Cl)cn2c1CN1CCC(O)CC1)N1CCc2ccccc2C1 the results were MOR-DOR inv ag 4, HTR5A inv ctr -11, Pemphigus Ab inh 101, HTR5A ag 4, PKA-R2B act -4, V-ATPase pHluor -2, MOR-DOR ag -0.8, Arrestin-AP2 inh 8, DAGLB inh 0 and PKA-R1A act -10.
`Cc1cc(C)c(NC(=O)CNC(=O)c2cc(C3CC3)nn2-c2ccccc2)c(C)c1` gave MOR-DOR inv ag -4, HTR5A inv ctr 20, Pemphigus Ab inh 108, HTR5A ag -2, PKA-R2B act -1, V-ATPase pHluor -1, MOR-DOR ag 1.0, Arrestin-AP2 inh -7, DAGLB inh -3 and PKA-R1A act 2.
COc1ccc(C2C3=C(CC(C)(C)CC3=O)Oc3ncn(Cc4ccccc4)c(=N)c32)cc1 (configuration not stated) was read as MOR-DOR inv ag 7, HTR5A inv ctr -1, Pemphigus Ab inh 101, HTR5A ag 0, PKA-R2B act -2, V-ATPase pHluor 1, MOR-DOR ag -1.5, Arrestin-AP2 inh 11, DAGLB inh 1 and PKA-R1A act 3.
`Cc1[nH]c2ccccc2c1SCCNC(=O)c1ccc(Br)o1` gave MOR-DOR inv ag -8, HTR5A inv ctr -9, Pemphigus Ab inh 99, HTR5A ag 3, PKA-R2B act 0, V-ATPase pHluor 5, MOR-DOR ag 1.2, Arrestin-AP2 inh 46, DAGLB inh 0 and PKA-R1A act 3.
